Avidin bead fluor: avidin bead compound fluorescence profile | AID 1775 | Avidin beads, compound fluorescence 488/530 nm, flow cytometry; hits give high values | 220,000 tested, 0.38% active | fluorescence (KMESF) at 10 µM; in the data active means fluorescence above about 47; further: inactives centre near 10
ABCG2 inh: blocks JC-1 efflux by human ABCG2 transporter; Q9UNQ0; IgMXP3 cells, flow cytometry; inhibition, % at 6.6 µM; 190,000 tested, 0.1% active; AID 1325;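 active means inhibition above 80%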;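 further: 0% = DMSO and 100% = nicardipine control wells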
Target sequence (Q9UNQ0 whole entry, looked up): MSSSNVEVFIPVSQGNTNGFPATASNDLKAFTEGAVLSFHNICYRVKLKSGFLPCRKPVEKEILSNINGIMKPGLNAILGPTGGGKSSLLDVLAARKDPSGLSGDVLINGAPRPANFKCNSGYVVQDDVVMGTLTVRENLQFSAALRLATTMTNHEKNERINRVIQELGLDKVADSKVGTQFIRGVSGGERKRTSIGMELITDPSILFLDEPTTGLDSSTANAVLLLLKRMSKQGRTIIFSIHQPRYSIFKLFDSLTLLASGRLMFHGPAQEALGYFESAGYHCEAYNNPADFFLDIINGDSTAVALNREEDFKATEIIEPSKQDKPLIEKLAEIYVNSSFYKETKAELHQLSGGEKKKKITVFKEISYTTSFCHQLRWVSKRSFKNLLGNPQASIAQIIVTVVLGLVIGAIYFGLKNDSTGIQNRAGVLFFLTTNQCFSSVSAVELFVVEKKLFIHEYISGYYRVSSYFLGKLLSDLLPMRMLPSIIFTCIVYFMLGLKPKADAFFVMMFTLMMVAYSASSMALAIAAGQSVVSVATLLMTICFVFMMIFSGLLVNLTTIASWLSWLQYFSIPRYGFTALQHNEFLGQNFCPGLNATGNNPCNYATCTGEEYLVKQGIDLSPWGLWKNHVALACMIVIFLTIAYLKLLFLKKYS
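Test system: IgMXP3 (ABCG2) plus far-red-tagged CCRF-Adr (ABCB1) cells / Amount: 3 million cells/mL in well / Reagent: JC-1 transporter substrate / Timing: 10 min compound exposure, 25 °C / Signal: flow cytometry, 530 nm JC-1 signal / Read-out: percent efflux inhibition, scaled nicardipine 100% to DMSO 0% / Benchmarks: nicardipine as high control, DMSO as low control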
Mcl1-Noxa inh: disrupts binding of human Mcl-1 to Noxa peptide | Q07820 | TR-FRET Mcl-1/Noxa peptide binding, 2 h | inhibition, % at 21.7 µM | 220,000 tested, 1.5% active;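 active means compounds that cut the protein-peptide binding signal by more than 50% relative to plate controls in a single-dose test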;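 further: His-tagged Mcl-1 with rhodamine Noxa BH3 peptide and terbium anti-His antibody; 0% = Mcl-1 plus Noxa peptide wells and 100% = peptide-only wells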
RGS7-Gao: regulators of human RGS7-Galphao interaction | Multiplexed bead flow cytometry, RGS7-Galphao binding; actives lie on both sides | binding response (% of control), % at 10 µM | 220,000 tested, 0.35% active | AID 1439; in the data active means binding response below about 49% or above about 150%; inconclusive means no clear call, values can overlap the other calls; inactive means in between;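 further: fluorescent Galphao held in activated GDP-AlF4 state binding bead-coupled RGS7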
GSH fluor: compound fluoresces at 488/530 nm on GSH beads. AID 1776. 190,000 tested, 0.25% active. fluorescence (KMESF) at 10 µM. GSH beads flow cytometry, compound fluorescence 488/530 nm; hits give high values; in the data active means fluorescence above about 89;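 further: glutathione beads carrying GST-tagged Bcl family fusion proteins plus one bare bead set; values are compound well signal with DMSO vehicle wells as background; inactives centre near 16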
RGS8-Gao reg: modulates binding of RGS8 to human Galphao; P09471; response (percent of control binding), % at 10 µM; multiplexed bead flow cytometry; actives lie on both sides; 220,000 tested, 0.34% active; in the data active means response below about 60% or above about 140%; inactive means in between;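 further: Galphao activated as the GDP aluminium fluoride complex binding bead-coupled RGS8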
Mcl-1 Bim block: inhibitors of Bim-Mcl-1 interaction, human; Q07820; AID 1009; inhibition, % at 10 µM; 190,000 tested, 0.1% active; Bead-based flow cytometry, Bim peptide-Mcl-1 binding; in the data active means inhibition above about 40%;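 further: 0% = no compound tracer wells and 100% = peptide blocker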
Mcl1 Bid PPI: Mcl-1/Bid interaction inhibition | Q07820 | TR-FRET Mcl-1/Bid-Dy647 peptide binding, 1536-well | inhibition, % at 21.7 µM | 220,000 tested, 0.97% active | AID 1021;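 active means compounds that cut the binding signal by more than half at the single screening dose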;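 further: His-tagged Mcl-1 with europium anti-His antibody binding Bid BH3 peptide; 0% = Mcl-1 plus peptide wells and 100% = peptide-only wells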
Pf gametocyte: kills late stage P. falciparum gametocytes; 150,000 tested, 0.065% active; P. falciparum stage V gametocytes, ATP luminescence, 24 h; inhibition, % at 10.9 µM;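 active means inhibition above the mean plus 3 SD of compounds within the control limits, set per campaign, cut at about 38% in these data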;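 further: 0% = DMSO wells and 100% = medium only without gametocytes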
RGS4-Gao reg: modulates binding of RGS4 to human Galphao; P09471; binding response (% of control), % at 10 µM; 220,000 tested, 0.33% active; Multiplexed bead flow cytometry; actives lie on both sides; in the data active means binding response below about 49% or above about 150%; inactive means in between;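 further: fluorescent Galphao activated with aluminum fluoride binding bead-coupled RGS4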
ABCB1 inh: blocks JC-1 efflux by human ABCB1 transporter. P08183. CCRF-Adr cells, flow cytometry. inhibition, % at 6.6 µM. 190,000 tested, 0.067% active; in the data active means inhibition above about 40%;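 further: 0% = vehicle and 100% = reference inhibitor; higher value means more JC-1 retained so stronger ABCB1 efflux block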
An asterisk follows results filed as active; ? = inconclusive; / = no result given.

cpd	compound	Avidin bead fluor	ABCG2 inh	Mcl1-Noxa inh	RGS7-Gao	GSH fluor	RGS8-Gao reg	Mcl-1 Bim block	Mcl1 Bid PPI	Pf gametocyte	RGS4-Gao reg	ABCB1 inh
1	Cc1cccc(Nc2ncnc3c2cnn3C)c1	10	2	-5	103	9	102	0	-22	-2	105	0.0
2	O=C(CC(=O)c1cc(Cl)ccc1O)c1ccccc1	7	0	-11	95	23	94	0	-30	/	99	-0.1
3	O=C(CSc1nncs1)Nc1ccc(Cl)cn1	12	0	17	101	19	102	-5	-5	-4	101	-0.1
4	CCc1c(C#N)c(SCCC(=O)Nc2ccc(C)cc2)nc2c1C(=O)CC(C)(C)C2	9	3	1	94	12	101	-2	-3	/	96	0.5
5	Cn1c(=O)c2c(O)c([N+](=O)[O-])c(=O)n(C)c2n(C)c1=O	8	/	19	?	/	97	/	13	-9	92	/
6	CN(C)CCOC(=O)C1(c2ccccc2)CCCC1	17	2	13	99	4	97	0	-12	/	98	0.2
7	Cc1ccc(N(CC(=O)N/N=C/c2cccc(Br)c2)S(C)(=O)=O)cc1	12	1	6	102	4	103	1	-13	15	103	0.4
8	COc1ccc(C(CNC(=O)c2cccc(N(C)C)c2)N2CCCC2)cc1 (stereo unspecified)	5	6	22	100	51	95	0	-132	19	94	0.7
9	CCN(CC)S(=O)(=O)c1ccc(-c2nnc(SCC(=O)Nc3nc(C)cs3)o2)cc1	31	4	-11	93	13	96	-2	-21	/	100	1.1
10	NC(=O)[C@H]1CC2(CC(c3cccc(NC(=O)CC(c4ccccc4)c4ccccc4)c3)=NO2)CN1C(=O)CC(c1ccccc1)c1ccccc1 (stereo partly specified)	13	/	13	?	/	103	/	29	-2	101	/
11	COc1ccc(NC(=O)c2ccco2)cc1NC(=O)c1ccc(Br)o1	8	0	2	101	33	104	0	-6	/	102	0.1
12	COCCNc1oc(-c2ccccc2Cl)nc1C#N	8	0	-2	96	19	101	0	-12	/	101	-1.1
13	Cn1ncc2cc(NC(=S)NC(=O)c3ccccc3)ccc21	28	4	40	101	14	98	0	-11	6	100	0.6
14	COc1ccc(C(CNC(=O)COc2ccc(-c3ccccc3)cc2)N2CCOCC2)cc1 (stereo unspecified)	8	/	9	?	/	102	/	18	-13	105	/
15	S=c1[nH]c2ccc(Cl)cc2[nH]1	19	11	-2	108	19	96	-8	-14	/	99	-0.3
16	Cc1nnc(SCC(=O)N2CCCCCC2)n(N)c1=O	25	1	10	98	24	98	1	-19	15	100	0.4
17	Nc1c(C(=O)OCC(=O)NCc2ccccc2)[nH]c(=O)[nH]c1=O	12	/	-11	?	/	101	/	-26	21	97	/
18	CCOC(=O)c1sc2nc(CC(=O)OC)nc(NCCN3CCOCC3)c2c1C	17	15	18	103	13	104	0	-8	/	105	6.3
19	CCCc1cc(=O)[nH]c(SCC)n1	8	1	-22	104	61	101	-1	-33	/	104	0.1
20	Cc1ccc(S(=O)(=O)N(C)CC(=O)N/N=C/c2ccc(C)o2)cc1	12	/	0	?	/	96	/	-39	9	100	/
21	COc1cccc(CNC(=S)Nc2cc(C)ccc2C)c1	13	3	7	101	21	99	-1	-43	-17	99	0.7
22	CC(=O)N1N=C(c2ccco2)CC1c1cc2cc(C)ccc2nc1Cl (stereo unspecified)	5	/	1	?	/	97	/	-13	-4	93	/
23	CC(NC(=O)c1ccncc1)C(c1cccs1)N1CCOCC1 (stereo unspecified)	5	10	-7	104	16	102	-1	-6	-7	101	1.0
24	CC(=O)Nc1ccc(-c2csc(Nc3cc(C)ccn3)n2)cc1	8	-5	19	101	26	99	-3	-6	-16	97	-1.1
25	O=C(c1ccc(-c2ccccc2)c(F)c1)C1CCCN(C(=O)c2cncs2)C1 (stereo unspecified)	1	3	14	93	14	98	-7	-13	-14	97	-1.0
26	COCCNC(=O)CN(C)S(=O)(=O)c1ccc2c(c1)OCCO2	6	1	7	94	42	100	0	-8	27	97	0.3
27	CCCC(=O)Nc1ccc(C(=O)NCc2ccccc2Cl)cc1	4	5	8	95	137*	100	/	-5	/	99	0.1
28	O=C(NCCc1ccccc1)C1CCC(CNS(=O)(=O)c2cccc3cccnc23)CC1 (stereo unspecified)	6	/	-15	?	/	98	/	-6	13	98	/
29	CSC1=NCCN1CCOc1ccccc1	12	-1	15	107	13	102	0	-3	-1	104	-0.1
30	O=C(CCc1nnc(CCCc2ccccc2)o1)N1CCCCCC1	4	3	14	109	9	103	0	-18	5	106	1.3
31	Cn1c(Cn2c(=O)sc3ccccc32)nnc1SCC(=O)Nc1ccc(Cl)cc1	25	2	-3	98	16	99	-4	-13	/	99	0.6
32	COc1ccccc1C1CC(=O)n2c(nc(-c3ccccc3)c2-c2ccccc2)S1 (stereo unspecified)	20	-6	18	103	22	98	-1	-50	12	98	-0.7
33	O=C(NCC1CCCO1)c1ccc(COc2ccc(F)cc2)o1 (stereo unspecified)	18	9	12	99	28	103	-2	-18	/	103	0.4
34	COC(=O)c1cc(Br)c(=O)n(-c2ccc(OC)cc2)c1	11	0	-28	100	4	105	-1	-21	/	100	0.0
35	COCC1CCCN(Cc2cn[nH]c2-c2cc3ccccc3o2)C1 (stereo unspecified)	2	2	14	96	9	94	-3	-9	-12	96	-0.1
36	CC(C)(C)NC(=O)CSc1nnc(C2CC2)n1Cc1ccccc1	24	1	20	103	13	101	-6	-13	1	102	0.1
37	CCN(C(=O)CSc1ncccc1C(=O)Oc1cccc([N+](=O)[O-])c1)c1cccc(C)c1	19	57	-2	104	14	100	-4	0	7	99	7.7
38	NC(=O)c1nc(C2CCCCC2)nc2c1[nH]c(=O)n2-c1ccc(F)cc1	7	7	-4	97	12	99	-2	-21	/	97	0.6
39	S=C(Nc1ccccc1)N1CCn2c(nc3ccccc32)C1	11	9	-8	?	19	100	-4	-34	10	97	1.0
40	COc1cccc(-n2nnnc2SCC(=O)NCCc2ccc(OC)c(OC)c2)c1	12	8	-5	106	10	99	-2	-1	-13	99	-0.1
41	COc1cc(-n2c(-c3ccccc3)n[nH]c2=S)c(OC)cc1Cl	4	-1	14	104	12	104	-14	-11	15	104	-1.9
42	O=C(CCCn1c(=S)[nH]c2ccccc2c1=O)NC1CCCC1	13	11	7	104	59	103	0	-47	-20	100	1.6
43	CC(=O)Nc1ccc(N2CCCC(C)C2)c([N+](=O)[O-])c1 (stereo unspecified)	9	5	12	?	18	99	0	-38	-7	101	0.4
44	CCCCOc1ccc(S(=O)(=O)NCc2csc(C)n2)cc1	12	3	-7	110	26	110	-3	2	/	108	0.6
45	O=C(NN1C(=O)C2C(c3ccccc3)C=CC(c3ccccc3)C2C1=O)c1cccc(Br)c1 (stereo unspecified)	7	9	-5	100	17	99	0	-18	6	102	1.3
46	COc1cc([N+](=O)[O-])ccc1NC(=O)C[n+]1ccccc1	7	4	19	101	10	98	-2	16	/	103	11
47	Cc1cc(C(=O)NC(CC(C)C)C(=O)O)cc(C)c1[N+](=O)[O-] (stereo unspecified)	7	8	7	101	11	108	-1	-3	-14	103	1.1
48	OCc1nnc2c3ccccc3c(-c3ccccc3)nn12	10	8	11	100	32	99	-3	-2	-6	101	0.6
49	Cc1ccc(C(=O)Nc2cc(C(F)(F)F)ccc2N2CCCCC2)cc1[N+](=O)[O-]	14	6	-1	98	26	102	-4	9	/	104	0.7
50	COc1ccc(N(C(=O)Nc2ccc(Cl)cc2)C2=NCCC2)cc1	14	5	11	98	7	101	-6	-48	6	98	1.0
51	COc1ccc(/C=N/Nc2ccc(C(=O)O)cc2)cc1OC	7	/	17	?	/	102	/	-54	-15	104	/
52	CCCN(CCC)S(=O)(=O)c1ccc(C(=O)NNC(=O)c2cc(OC)c(OC)c(OC)c2)cc1	6	/	15	?	/	98	/	3	6	98	/
53	CC(=O)OCC1(C)CN(c2ccccc2)NC1=O (stereo unspecified)	10	2	5	?	14	99	-2	-34	-4	100	1.1
54	O=C(Nc1ccccc1F)c1ccc2nc(N3C(=O)CCC3=O)sc2c1	10	0	3	100	23	100	-1	-4	-2	101	-0.4
55	O=C(CC1Nc2ccccc2NC1=O)NC1CCCCC1 (stereo unspecified)	9	19	/	99	34	106	-1	/	-4	100	0.2
56	CN(C)/C=C1/Sc2ccccc2C1=O	14	-2	2	99	23	100	-3	-34	/	102	-1.0
57	Cc1cc(C)c(NC(=O)CS(=O)CC(=O)N2CCN(c3ccc(F)cc3)CC2)c(C)c1 (stereo unspecified)	2	3	30	93	50	88	-1	-78	10	83	0.6
